Compound activity as filed in PubChem.
EBNA-1 inhibitor: blocks EBNA-1 binding to DNA | EBNA-1 DNA binding, fluorescence polarization | inhibition, % at 14.8 µM | hit rate 0.34% among 300,000; in the data active means inhibition above about 28%
ZTA counter: blocks Epstein-Barr virus ZTA, an EBNA-1 counter-screen; hit rate 0.15% among 320,000; AID 2234; P03206; inhibition, % at 11 µM; ZTA-DNA binding, fluorescence polarization; in the data active means inhibition above about 33%
Target sequence (P03206 whole entry, looked up): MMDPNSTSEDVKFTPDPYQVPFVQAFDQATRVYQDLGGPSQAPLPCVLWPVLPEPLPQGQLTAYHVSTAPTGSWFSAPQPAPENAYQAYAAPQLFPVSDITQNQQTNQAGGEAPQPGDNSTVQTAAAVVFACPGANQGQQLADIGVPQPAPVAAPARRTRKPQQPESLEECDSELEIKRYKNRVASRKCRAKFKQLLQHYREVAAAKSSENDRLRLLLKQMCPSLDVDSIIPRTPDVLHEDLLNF
core dimer inh: HCV core protein dimerization inhibition; TR-FRET GST/Flag-core106 dimerization, 1536-well; inhibition, % at 5 µM; hit rate 0.33% among 300,000;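 active means inhibition above the mean of all tested compounds plus 3 SD, set per screening campaign, cut at about 45% in these data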
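Assay system: Tagged HCV core106 pair (GST and Flag) | Buffer or medium: KF-containing HEPES buffer, pH 7.45, DTT, CHAPS, BSA | Also added: Eu donor and XL665 acceptor anti-tag antibodies | Dosing: One concentration, 5 µM, in 0.5% DMSO | Timing: 4 h at 22.5 °C | Technique: TR-FRET 671 and 617 nm emission | Repeats: Singlicate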
PP5 primary: blocks human protein phosphatase 5 activity; P53041; hit rate 0.18% among 320,000; purified PP5c, OMFP substrate fluorescence; inhibition, % at 6.7 µM;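 active means inhibition above the campaign's mean inhibition across all tested compounds plus 3 SD, cut at about 9.5% in these data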;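 further: 0% = DMSO only and 100% = 100 µM cantharidin control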
Target sequence (P53041 whole entry, looked up): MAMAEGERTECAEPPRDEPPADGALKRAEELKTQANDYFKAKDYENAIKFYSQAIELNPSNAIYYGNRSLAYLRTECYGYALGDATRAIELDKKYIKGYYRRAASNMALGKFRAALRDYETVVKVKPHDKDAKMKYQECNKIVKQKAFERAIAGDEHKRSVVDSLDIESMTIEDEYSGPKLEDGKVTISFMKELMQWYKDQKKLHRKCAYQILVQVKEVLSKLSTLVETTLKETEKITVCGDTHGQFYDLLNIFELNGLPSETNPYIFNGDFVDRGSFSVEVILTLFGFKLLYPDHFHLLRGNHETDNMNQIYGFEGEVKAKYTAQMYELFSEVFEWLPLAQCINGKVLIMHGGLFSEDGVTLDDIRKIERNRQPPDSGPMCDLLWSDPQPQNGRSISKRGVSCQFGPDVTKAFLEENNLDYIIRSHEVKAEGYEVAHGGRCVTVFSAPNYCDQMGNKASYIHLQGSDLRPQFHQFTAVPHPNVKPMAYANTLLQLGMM
PREPL inh: human PREPL enzyme inhibition | Q4J6C6 | recombinant PREPL, fluorescence polarization activity-based probe | inhibition, % at 5.96 µM | hit rate 0.68% among 320,000; in the data active means inhibition above about 43%;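 further: 0% = enzyme with DMSO and 100% = wells lacking enzyme; many of its hits are not listed in these tables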
Fh CTSL1 inh: blocks F. hepatica cathepsin L1 in PFM18AAP counter-screen; recombinant F. hepatica cathepsin L1, Z-Leu-Arg-MCA fluorescence; inhibition, % at 5.96 µM; hit rate 0.49% among 300,000; AID 1906;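 active means inhibition above the mean of all tested compounds plus 3 SD, set per screening campaign, cut at about 17% in these data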;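 further: 0% = plate median of test compound wells and 100% = 1 µM Z-Phe-Ala-diazomethylketone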
Efflux pump inh: antifungal efflux pump inhibition, Nile Red retention. AID 485275. hit rate 0.44% among 330,000. inhibition, % at 10 µM. S. cerevisiae Candida pump triplex;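 active means plate passing quality check with inhibition over a set limit, or well fluorescence over plate mean plus 4 SD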;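 further: Nile Red retained in pooled yeast measured as flow cytometry median fluorescence; 0% = buffer negative control and 100% = Enniatin B positive control; higher means more Nile Red kept so more efflux inhibition; some compounds called inactive have numbers as strong as hits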
TPT1 inhibitor: C. albicans TPT1 enzyme inhibition; hit rate 0.81% among 300,000; AID 1962; inhibition, % at 5 µM; recombinant caTPT1, FP RNA substrate dephosphorylation;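 active means inhibition above the mean of all tested compounds plus 3 SD, set per screening campaign, cut at about 24% in these data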;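 further: plate controls were DMSO alone for no effect and ferristatin control at 100 nM for full effect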
PP1 counter: blocks human PP1-alpha phosphatase, a PP5 counter-screen. purified PP1alpha, OMFP fluorescence. inhibition, % at 6.7 µM. hit rate 0.9% among 320,000. AID 2235;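 active means inhibition above the mean inhibition of all tested compounds plus 3 SD, computed separately for each screening campaign, cut at about 15% in these data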
Target sequence (P62136 whole entry, looked up): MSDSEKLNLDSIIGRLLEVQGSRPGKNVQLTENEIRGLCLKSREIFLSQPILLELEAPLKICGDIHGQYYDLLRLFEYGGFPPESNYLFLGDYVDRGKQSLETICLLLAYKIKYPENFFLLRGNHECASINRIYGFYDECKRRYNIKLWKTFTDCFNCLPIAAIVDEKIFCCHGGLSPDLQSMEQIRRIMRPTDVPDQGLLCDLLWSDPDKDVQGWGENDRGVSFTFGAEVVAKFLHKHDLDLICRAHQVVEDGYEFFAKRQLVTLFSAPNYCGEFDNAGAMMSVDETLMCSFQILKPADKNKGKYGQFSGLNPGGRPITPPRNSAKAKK
Active calls of the source: *; · = no result given. Only part of the results is shown; rates above refer to the full screens.

SMILES	EBNA-1 inhibitor	ZTA counter	core dimer inh	PP5 primary	PREPL inh	Fh CTSL1 inh	Efflux pump inh	TPT1 inhibitor	PP1 counter
CC(C)N(Cc1nc(-c2ccccc2)no1)C(=O)CN1C(=O)c2ccccc2C1=O	11	-4	-2	1.0	-15	-1	-0.2	-4	-1
CCOc1cc(C(=O)OCC(=O)NC(C)c2ccccc2)ccc1OCC(=O)N1CCOCC1 (centres undefined)	10	7	-4	0.4	-3	-9	-0.2	-3	-1
COC(=O)[C@@]12CCCCN1[C@H](c1ccc(-c3ccccc3)cc1)[C@@H]1C(=O)N(C)C(=O)[C@@H]12	3	-11	3	5.6	22	4	-0.2	-3	5
CN(C)C(=O)CSc1nnc(CCNC(=O)OC(C)(C)C)o1	15	18	1	-1.6	3	-4	-0.1	-1	-3
CN(C)C(=O)c1cn(-c2ccccc2)nc1-c1cccc([N+](=O)[O-])c1	5	-3	0	5.0	15	0	-0.2	-3	-2
CN(C)CCCNc1nc(N)c([N+](=O)[O-])c(NCCO)n1	3	3	0	2.1	3	-2	0.0	3	-4
O=C(NCc1ccccc1)c1cc[n+](CC(=O)c2cccs2)cc1	-1	7	3	-0.6	-3	1	-0.1	-1	-4
Cc1cccc(C)c1NC(=O)c1cccc2c1C(=O)N(C1CCCCC1)C2	2	-2	18	0.6	15	3	0.1	1	1
CCOc1ccc(-c2c(=O)n(OCC)c3ccccc3[n+]2[O-])cc1	7	-3	-1	5.8	7	4	0.1	2	-1
Cc1ccc(C(=O)/C=C/c2cc(Br)cc(Br)c2O)o1	-1	16	20	-0.8	-8	-1	0.0	9	4
CC(CNC(=O)c1ccc(Br)o1)NC(=O)c1ccc(Br)o1 (centres undefined)	6	-3	-3	-1.2	7	1	-0.1	-1	-3
CCN(CC)CC1C(=O)N(c2ccc(OC)cc2)C1c1ccccc1 (centres undefined)	8	17	2	0.4	-2	0	0.4	-3	0
CCn1cc(C(=O)N(C)c2ccccc2F)c2cc(OC)c(OC)cc2c1=O	-14	-15	-11	-8.4	10	-14	0.3	-4	2
Cc1cccc(-c2nnc(NC(=O)c3cccs3)s2)c1	3	11	-218	0.2	-3	0	-0.1	1	7
Cc1sc2ncnc(N3CCN(CCOc4ccc(Cl)cc4)CC3)c2c1C	6	-11	-2	0.2	-98	0	0.3	-2	2
CC(C)C(=O)Nc1nnc(S(=O)(=O)N2c3ccccc3CC2C)s1 (centres undefined)	5	0	-6	-1.2	-6	-4	-0.1	-5	-4
Cc1ccc(-c2nc(CS(=O)CC(=O)NCCN(CC(C)C)CC(C)C)c(C)o2)cc1 (centres undefined)	2	-8	-4	1.9	34	0	-0.1	-1	-3
CC(C)N(Cc1cn(C)nc1-c1cccc(Cl)c1)CC1CCC(=O)N1 (centres undefined)	4	0	-2	-0.3	-1	-4	0.2	0	-2
CC(Oc1ccccc1)C(=O)N1CCN(c2ccc(N3CCOCC3)nn2)CC1 (centres undefined)	2	-4	-5	2.3	-6	-2	0.0	-2	-5
COc1ccc(C(=O)CN2C(=O)NC(C)(c3ccccc3)C2=O)cc1OC (centres undefined)	2	-18	0	3.2	-1	-1	0.1	1	-2
O=C(NCCc1cccs1)C1CC(c2cccc(F)c2)=NO1 (centres undefined)	9	1	-8	-2.5	13	3	0.1	0	2
COCCCn1c(=O)c2sccc2n2c(CCCC(=O)NCc3ccccc3)nnc12	6	9	-4	-4.5	11	-2	0.0	0	-6
CCn1c(SCC(=O)Nc2ccc3[nH]c(=O)[nH]c3c2)nnc1-c1ccccc1	0	3	2	1.2	17	3	0.2	1	-7
CCCOc1ccc(C(C)=O)cc1CSCCC#N	-5	-13	-5	1.0	14	-4	-0.1	-3	1
Cc1cc(C)c2c(=O)[nH]c(SCc3ccc([N+](=O)[O-])cc3)nc2n1	-13	7	-6	0.8	0	-4	0.2	-2	-5
COc1ccc(/C=C/C(=O)Nc2ccccc2Cl)cc1S(=O)(=O)N1CCOCC1	-4	2	3	0.9	0	7	-0.1	0	-3
COc1ccc(S(=O)(=O)N(C)c2ccc(C(=O)N3CCOCC3)cc2)cc1	6	-5	-1	-1.0	1	-2	0.0	-2	-4
CCOc1ccc2c(c1)[N+](C)(C)C(C)(C)C=C2C	-3	2	-5	2.8	2	3	-0.1	3	-1
COc1cc(CCC(=O)OCC(=O)Nc2c(Cl)cccc2Cl)cc(OC)c1OC	-13	-6	-7	-4.0	-10	-40	0.5	-1	3
CC(NC(=O)c1ccc(N2CCCC2)c([N+](=O)[O-])c1)c1ccc(S(N)(=O)=O)cc1 (centres undefined)	-4	-7	0	4.7	3	-3	0.0	0	1
CC(C)(C)Oc1ncc(Br)c(OC(C)(C)C)n1	5	8	1	-0.9	5	-2	-0.1	2	-1
Cc1cccc(C)c1NC(=S)N/N=C/c1ccc(C(=O)O)cc1	-7	-3	2	-0.9	11	5	-0.1	5	-1
CC1(C)C(c2cccs2)=[N+]([O-])C2(CCCCC/C2=N\NC(N)=S)N1O (centres undefined)	3	16	-3	-1.3	0	9	0.0	1	0
O=C(O)c1ccccc1NS(=O)(=O)c1ccc2c3c(cccc13)C(=O)N2	-5	9	2	-0.4	0	7	0.0	-4	4
CC(C)C(=O)N(Cc1ccccc1)S(=O)(=O)c1ccc2c(c1)oc(=O)n2C	-8	-10	-8	2.6	-6	-6	-0.1	8	1
COC(=O)c1sccc1NC(=O)NC1CCCCC1	8	1	3	1.4	-5	-5	0.1	3	6

Retrieved one by one from above (4):
SMILES	EBNA-1 inhibitor	ZTA counter	core dimer inh	PP5 primary	PREPL inh	Fh CTSL1 inh	Efflux pump inh	TPT1 inhibitor	PP1 counter
Cc1cc(C)c2c(=O)[nH]c(SCc3ccc([N+](=O)[O-])cc3)nc2n1	-13	7	-6	0.8	0	-4	0.2	-2	-5
COc1cc(CCC(=O)OCC(=O)Nc2c(Cl)cccc2Cl)cc(OC)c1OC	-13	-6	-7	-4.0	-10	-40	0.5	-1	3
COc1ccc(/C=C/C(=O)Nc2ccccc2Cl)cc1S(=O)(=O)N1CCOCC1	-4	2	3	0.9	0	7	-0.1	0	-3
O=C(O)c1ccccc1NS(=O)(=O)c1ccc2c3c(cccc13)C(=O)N2	-5	9	2	-0.4	0	7	0.0	-4	4

New compounds follow.
SMILES	EBNA-1 inhibitor	ZTA counter	core dimer inh	PP5 primary	PREPL inh	Fh CTSL1 inh	Efflux pump inh	TPT1 inhibitor	PP1 counter
Cc1ccc(S(=O)(=O)CCC(=O)OCC(=O)c2c(N)n(CC(C)C)c(=O)n(C)c2=O)cc1	1	-4	0	-1.3	3	-51	0.3	1	-4
COc1ccc2c(c1)N(C)/C(=C1/SC(=NCc3ccccc3)N(c3ccccc3)C1=O)S2	-4	-5	-3	0.4	-3	-1	0.0	3	-4
Cc1cc(=O)[nH]c2nnnn12	0	4	-3	1.7	-1	1	0.1	-2	0
Cc1nc2ccccc2n1CCc1ccccc1	3	7	2	2.6	-3	1	0.2	-1	-2
COc1cc(CNC(C)(C)CO)cc(Br)c1OCc1ccc(Cl)cc1	-7	9	-20	0.4	-26	2	6.4*	1	3
Cc1ccc(S(=O)(=O)CC(=O)Nc2nc(-c3ccccc3)cs2)cc1	3	-4	9	2.9	-66	2	-0.1	-3	5
O=C(COC(=O)C1CCN(c2ccc(C(F)(F)F)cn2)CC1)Nc1ccc(F)cc1[N+](=O)[O-]	-8	2	0	0.4	31	-4	-0.1	-1	1
C=CCN(C(=O)Nc1ccccc1)C1CC(=O)N(c2ccc(OC)cc2)C1=O (centres undefined)	8	4	-5	-2.5	4	-1	-0.1	-2	-3
CCC(C)(NC(=O)c1ccccc1)C(=O)O (centres undefined)	-15	-7	-7	2.8	8	1	0.3	3	8
CC(=O)Nc1ccc(C(=O)N2CC(=O)NC(=O)C2)cc1	-6	3	0	-0.5	11	1	-0.1	-4	-3
Cc1noc(C)c1CSCC(=O)Nc1nc2c(F)cc(F)cc2s1	·	-5	·	0.9	-4	·	0.1	·	4
O=C(Nc1nc2c(F)cc(F)cc2s1)c1ccc([N+](=O)[O-])o1	-14	-8	-11	2.7	-1	-1	-0.1	-6	3
Cc1onc(-c2ccccc2)c1C(=O)Nc1cccc(OC(C)C)c1	-8	16	-2	-1.1	-2	-1	0.0	-4	-2
N#Cc1ccccc1	·	8	·	1.4	-1	·	0.1	·	-2
COc1ccc2nc(N3CCN(C(=O)c4ccc([N+](=O)[O-])o4)CC3)sc2c1	0	-3	1	0.2	7	6	-0.1	-2	-2
Fc1ccc2c(c1)C1C=CCC1C(c1cc3c(cc1Br)OCO3)N2 (centres undefined)	-3	-5	-12	3.2	18	1	-0.1	-2	1
Cc1cc(C)c(NC(=O)Cn2nnc(C(=O)NCc3ccc4c(c3)OCO4)c2N)c(C)c1	4	17	17	0.7	-7	1	-0.1	-1	11
CSc1ccccc1NC(=O)CN(C)CC(=O)Nc1ccc(Cl)cc1F	2	2	4	1.8	0	-1	0.0	-1	0
CCCN1CCN(CCCNC(=O)C(CC)n2nc(C)n3c(cc4occc43)c2=O)CC1 (centres undefined)	1	7	6	-0.1	-4	0	0.0	-2	-3
COCCNC(=O)c1cccc(C)c1[N+](=O)[O-]	-5	3	5	-0.8	-4	-4	0.0	-3	-1
CCC(C)(C)C1CCc2[nH]nc(C(=O)NCCNC(=O)OC(C)(C)C)c2C1 (centres undefined)	8	7	3	5.2	6	4	-0.1	2	1
Cc1noc(C)c1C(=O)N1CCN(S(=O)(=O)c2cccs2)CC1	7	1	-6	1.5	-4	1	0.3	-1	-5
CC(=O)c1ccc(NC(=O)Nc2cccc(Cl)c2)cc1	-12	-25	-1	1.6	1	-2	0.0	0	5
CCN(C(=O)c1cc2c(=O)n3ccccc3nc2s1)C1CCCCC1	5	16	10	-1.1	-10	4	0.0	-1	0
COc1ccc(C(=O)NC(=S)N2CCNC(=O)C2CC(=O)OC(C)C)cc1 (centres undefined)	2	12	5	1.5	-2	-3	-0.2	-2	2
Cc1nc2ncnn2c(N2CCN(C(=O)Cc3cccs3)CC2)c1C	3	3	15	0.8	11	1	-0.1	0	-2
Cc1ccc(Cn2c(=O)n(CCC(=O)NCc3ccc4c(c3)OCO4)c(=O)c3ccccc32)cc1	-5	-4	10	0.1	-12	-1	0.5	1	-3
Cc1cccc(NC(=O)CSc2nnc(NC(=O)C3CC3)s2)c1C	-5	2	-3	2.6	-3	-2	-0.3	1	3
CN(Cc1ccccc1)S(=O)(=O)c1cn(C)cn1	-11	-3	-1	1.3	-11	-1	0.0	-1	2
NS(=O)(=O)c1ccc(CNC(=O)/C=C/c2ccc(Cl)c(Cl)c2)cc1	10	8	2	0.3	13	6	-1.6	-3	-1
O=C1CC[C@H](O)CCN1[C@H](CSc1ccccc1)Cc1ccccc1	-6	2	-3	0.8	-17	0	0.0	-4	1
Cc1cc(-c2onc(C)c2C(=O)Nc2ccc(C(F)(F)F)cc2)no1	12	29	1	0.0	0	1	0.0	-5	-2
COC(=O)Cn1c(=O)oc2ccc(C)cc21	-3	3	-1	0.5	-11	2	-0.1	2	0
Cc1cc(C(=O)N/N=C/c2cn(C)nc2C)c2ccccc2n1	10	17	7	-0.8	5	0	-0.1	-3	-3
CCN(CC(=O)Nc1ccccc1OC)C(=O)c1cc(S(=O)(=O)N2CCCCCC2)ccc1OC	-3	-7	0	-1.4	-2	-2	0.2	-1	-4
COc1ccc(CN2CCNC(=O)C2CC(=O)N(C)Cc2ccncn2)c(OC)c1 (centres undefined)	2	-3	3	2.8	9	-3	0.1	-3	0
CCOC(=O)N1CCC(Nc2ccc(N3C(=O)C4CCCCC4C3=O)cc2[N+](=O)[O-])CC1 (centres undefined)	0	-5	-2	3.2	-2	-1	0.1	2	-2

Entries listed above marked active in Efflux pump inh.
canonical_smiles | EBNA-1 inhibitor | core dimer inh | PP5 primary | PREPL inh | Efflux pump inh | TPT1 inhibitor
COc1cc(CNC(C)(C)CO)cc(Br)c1OCc1ccc(Cl)cc1 | -7 | -20 | 0.4 | -26 | 6.4* | 1
